# Screening results from PubChem.
# RmlCD inh 1536 = M. tuberculosis RmlC/RmlD coupled enzyme inhibitors, primary screen, biochemical, compound mixtures, 384-well, from 1536-well plates; inhibition, % at 3.6 µM; dTDP-4-dehydrorhamnose reductase (Mycobacterium tuberculosis (strain ATCC 25618 / H37Rv)) …; 160,000 compounds, 0.03% hits; RmlC+RmlD coupled enzyme assay, percent inhibition; primary screen in compound mixtures; in the data active = inhibition mostly above about 34%, no sharp cut-off; also: some results filed as inactive read as strong as hits
# Target sequence (P9WH09 whole entry, looked up): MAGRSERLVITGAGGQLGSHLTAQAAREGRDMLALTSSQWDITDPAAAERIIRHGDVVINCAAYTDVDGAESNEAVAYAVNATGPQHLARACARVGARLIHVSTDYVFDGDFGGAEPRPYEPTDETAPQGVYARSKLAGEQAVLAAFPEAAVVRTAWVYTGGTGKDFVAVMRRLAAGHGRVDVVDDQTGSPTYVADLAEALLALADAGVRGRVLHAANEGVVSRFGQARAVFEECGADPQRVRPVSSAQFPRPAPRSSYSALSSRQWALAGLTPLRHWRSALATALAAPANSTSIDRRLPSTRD
# Target sequence (P9WH11 whole entry, looked up): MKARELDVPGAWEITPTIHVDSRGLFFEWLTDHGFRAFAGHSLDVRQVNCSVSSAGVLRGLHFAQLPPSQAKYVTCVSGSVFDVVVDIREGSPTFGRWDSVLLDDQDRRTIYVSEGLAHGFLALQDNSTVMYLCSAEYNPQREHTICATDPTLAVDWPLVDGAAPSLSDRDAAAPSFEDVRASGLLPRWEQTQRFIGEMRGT
# M. tuberculosis GlmU = inhibition of mycobacterial GlmU enzyme – biochemical, glucosamine-1-phosphate acetyltransferase (AID 1376); M. tuberculosis GlmU acetyltransferase enzyme assay; higher % means a stronger effect; one-dose inhibition, %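 (tested at 30 µM in the primary screen)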; IC50 in µM for titrated hits; 220,000 compounds, 0.25% hits; in the data active = inhibition above about 13%;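 also: 0% = complete reaction with vehicle and 100% = reaction without substrate; strong numbers were not always called active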
# The depositor's hits bear a star; . = no result given; & = joins results of further samples. These rows are one share of the data; count on the stated rates, not on these rows.
SMILES,RmlCD inh 1536,M. tuberculosis GlmU
CCNC(=O)/C(C#N)=C/c1c(N2CC(C)OC(C)C2)nc2ccccn2c1=O (configuration not stated),5.1,2.5%
COc1ccc(C(=O)NCC(=O)OCC(=O)c2ccc3c(c2)NC(=O)CO3)cc1OC,8.7,-0.6%
C=CCSc1nc(C)c(CC(=C)C)c(=O)[nH]1,.,0.0%
Clc1cccc(-c2cc3nc4c(c(N5CCOCC5)n3n2)CCCC4)c1,-10.1,-4.5%
Cc1ccc(NC(=S)NC(C)CCc2ccccc2)cc1C (configuration not stated),.,-5.1%
COc1cc(OC)cc(C(=O)Nc2cccc(N3CCCC3)c2)c1,4.0,-12.7%
Cc1c(Cl)cnc(NC(=O)CSc2nnc3ccccn23)c1Cl,15.4,1.6%
C/C(CC(=O)Nc1cccnc1)=N\NC(=O)C(=O)Nc1cccc(C)c1,.,5.9%
CCOC(=O)Cn1cc(/C=N/NC(=O)c2ccc(C#N)cc2F)c2ccccc21,.,3.0%
O=S(=O)(c1ccc(Cl)cc1)N1CCC(N2CCCCCC2)CC1,-1.9,-4.0%
CCOc1ccccc1OCCCOc1ccc(C)cc1Cl,16.3,4.8%
COC(=O)c1cn(C(=O)/C=C/c2ccc(OC)c(OC)c2)c2ccccc12,-2.2,-3.7%
COc1ccc(N(CC(=O)O)S(=O)(=O)c2cccnc2)cc1,2.7,2.4%
CCOC(=O)C1=C(C)N=c2s/c(=C3/C(=O)Nc4ccccc43)c(=O)n2C1c1ccc(C)cc1 (configuration not stated),.,0.1%
C=CCN1C2CCCC1CC(NC(=O)Nc1cc(C)cc(C)c1)C2 (configuration not stated),.,-9.0%
Cn1c(CCC(=O)OCC(=O)NCc2ccccc2Cl)nc(=O)c2ccccc21,8.2,0.1%
CN(C)S(=O)(=O)c1ccc(S(=O)(=O)N(CC(=O)Nc2ccccc2)Cc2ccco2)cc1,-1.7,-3.5%
CS(=O)(=O)Oc1ccc2c(c1)O/C(=C\C=C\c1ccccc1)C2=O,.,0.8%
O=c1[nH]c(CN2CCOCC2)nc2cc(Cl)ccc12,.,-4.1%
Cc1nc2nc(Cc3ccccc3)[nH]n2c(=O)c1Cc1ccccc1,-5.2,2.2%
c1n[nH]c(NCc2ccc3c(c2)OCO3)n1,4.3,11.3%
COc1ccc(NS(=O)(=O)c2ccc3c(c2)CCC(=O)N3)c(OC)c1,0.9,-1.8%
COc1cc(-c2nc(S(=O)(=O)c3ccc(C)cc3)c(N(C)C)o2)cc(OC)c1OC,.,1.0%
COc1ccc(S(=O)(=O)N(C)c2ccc(C(=O)N3CCOCC3)cc2)cc1OC,10.5,0.0%
O=C(Cc1ccc([N+](=O)[O-])cc1)N1N=C2CCCCC2C1(O)C(F)(F)F (configuration not stated),35.0,-6.7%
SMILES,RmlCD inh 1536,M. tuberculosis GlmU
Cc1ccc(Nc2ncnc(N)n2)cc1,.,-1.6%
Cc1cc(C)n2c(SCc3ccc(Br)cc3)nnc2n1,12.3,-2.1%
CCn1c(=N)n(CC(=O)c2ccc(OC)c(OC)c2)c2ccccc21,.,2.8%
CC(=O)O[C@H]1CC(C)(C)C(=C=C/C(C)=C/C=C/C(C)=C/C=C/C=C(C)/C=C/C=C(\C)C(=O)C[C@@]23O[C@]2(C)C[C@@H](O)CC3(C)C)[C@](C)(O)C1,-12.6,2.1%
CN1C(=O)NC(=O)/C(=C/c2ccc([N+](=O)[O-])s2)C1=O,13.6,-1.9%
CCCOc1cccc(C(=O)NC(=S)Nc2ccccc2)c1,-1.9,3.9%
CCN(CC)C(=O)c1sc2nc(-c3cccs3)cc(-c3ccc(Cl)cc3)c2c1N,.,1.3%
CC(C)c1cccc(C(C)C)c1OCCn1ccnc1,7.8,0.6%
O=C(CN1C(=O)C2C3C=CC(C3)C2C1=O)NCC1COc2ccccc2O1 (configuration not stated),4.3,4.5%
O=C(NCCCn1ccnc1)/C(=C/c1ccco1)NC(=O)c1ccccc1,.,5.2%
CCOC(=O)C1CCCN(C(=O)c2cccc([N+](=O)[O-])c2C)C1 (configuration not stated),-1.5,-2.5%
COc1ccc(-n2c(-c3ccc(Cl)cc3)c[n+]3c2CCCCC3)cc1,2.1,-1.2%
O=C(N/N=C/c1ccc(F)cc1)c1sccc1OCc1ccc(F)cc1,.,3.4%
Cc1cccc(N2C(=O)CC(Sc3ncn[nH]3)C2=O)c1 (configuration not stated),-11.4,0.7%
CCOc1ccc(CN2C(=O)CCC2(C)C(=O)NCc2cccnc2)cc1 (configuration not stated),.,6.0%
Cc1ccccc1NP(=O)(c1ccccc1)c1nc2ccccc2s1 (configuration not stated),-1.7,-5.6%
COc1ccc(-c2ccc([C@H]3[C@@H]4C=CCC[C@@]4(C)C(=O)N3Cc3ccccc3)c(F)c2)cc1OC,.,-0.8%
COC(=O)c1c(C)noc1-c1cc(C)on1,.,0.1%
CC1Cn2c(nnc2-c2cccc(Cl)c2)S1 (configuration not stated),9.9,7.1%
CSc1nsc(SCC(=O)N2CCCc3ccccc32)n1,-7.1,0.0%
COc1ccccc1C(=O)N1CCN=C1SC,.,-0.6%
O=C(N/N=C/c1c(O)n(CCc2ccc(F)cc2)c(=O)[nH]c1=O)c1ccccc1,-12.8,2.0%
CC(C)c1ccc(CNC(=O)CCc2ccccc2)cc1,.,-0.6%
CCN1CCN(S(=O)(=O)c2ccc(C)c([N+](=O)[O-])c2)CC1,-5.1,-0.5%
O=C(C(=O)N1CCOCC1)c1cn(Cc2ccc(F)cc2)c2ccccc12,.,-0.4%

# Among those listed so far, these contain an aryl thioether with sulfur outside any ring:
SMILES,RmlCD inh 1536,M. tuberculosis GlmU
C=CCSc1nc(C)c(CC(=C)C)c(=O)[nH]1,.,0.0%
Cc1c(Cl)cnc(NC(=O)CSc2nnc3ccccn23)c1Cl,15.4,1.6%
Cc1cc(C)n2c(SCc3ccc(Br)cc3)nnc2n1,12.3,-2.1%
Cc1cccc(N2C(=O)CC(Sc3ncn[nH]3)C2=O)c1 (configuration not stated),-11.4,0.7%
CSc1nsc(SCC(=O)N2CCCc3ccccc32)n1,-7.1,0.0%

# (more compounds)
SMILES,RmlCD inh 1536,M. tuberculosis GlmU
C#CCOC(=O)c1ccc(-n2cncn2)nc1,.,4.5%
O=C(CCSc1ccc(Cl)cc1)N1CCN(c2ccc(O)cc2)CC1,2.3,0.3%
C=CCNc1nnnc2c1sc1nc(N3CCOCC3)c3c(c12)CCCC3,88.0,2.1%
Cc1c(NC(=S)N/N=C/c2cc([N+](=O)[O-])ccc2O)c(=O)n(-c2ccccc2)n1C,6.4,-0.1%
C=CCN(CC=C)S(=O)(=O)c1ccc(C(=O)Nc2nnc(COC)o2)cc1,.,0.6%
C#CCOCCOCCOCCNc1nc(N2CCN(C(=O)[C@H](CCCCN)n3cc([C@@H](N)CC(C)C)nn3)CC2)nc(N2CCN(C(=O)[C@H](CCCCN)n3cc([C@@H](N)CC(C)C)nn3)CC2)n1,.,-14.1%
CCOC(=O)C1(Cc2cccc(Cl)c2)CCCN(C(=O)c2cccnc2)C1 (configuration not stated),-11.3,6.8%
CCC(Oc1ccccc1)C(=O)N1CC(C)CC(C)C1 (configuration not stated),-0.7,-5.5%
Clc1ccc(/C=N/Nc2ncnc3nc[nH]c23)cc1,12.8,-5.8%
O=C(O)c1nc(N2CCCCC2)ncc1Cl,0.1,-0.5%
Clc1ccc(CNc2ccc(CNc3ncn[nH]3)cc2)cc1,9.6,-7.2%
O=[N+]([O-])c1ccccc1S(=O)(=O)n1nnc2ccccc21,5.3,-0.5%
CCOC(=O)Cn1c(=O)oc2cc(S(=O)(=O)N3CCN(C(=O)c4ccco4)CC3)ccc21,4.0,1.2%
O=C(c1ccc(-c2ccccc2)cc1)N1CCN(Cc2ccccn2)CC1,-2.5,6.5%
CCOC(=O)c1c(CSc2ccc(C)cc2)oc2ccc(O)cc12,11.4,8.4%
COc1ccc2oc(=O)c(C(=O)N3CCc4ccccc43)cc2c1,.,-5.7%
Cc1ccccc1OCC(O)Cn1c(NCCN(C)C)nc2c1c(=O)n(C)c(=O)n2C (configuration not stated),-8.6,.
Cc1cc(C)cc(NC(=S)N2CCC(N(C)CC3CCCO3)CC2)c1 (configuration not stated),4.7,-1.6%
Cc1ccc(CN(C)C(=O)CC2C(=O)NCCN2CC2CCCCC2)cc1 (configuration not stated),10.2,-6.7%
Cc1nc2ncnn2c(C)c1CCC(=O)Oc1ccccc1,9.4,-0.9%
C=CCn1c(NCc2cc(C)ccc2O)nc2ccccc21,11.9,-1.1%
Cc1oc(-c2ccc(Cl)cc2)nc1CS(=O)CC(=O)NCCCN(C)C1CCCCC1 (configuration not stated),2.9,4.6%&-3.4%
Cc1ccccc1C(=O)Nc1nnc(CC(=O)N/N=C/c2ccncc2)s1,58.4,6.6%
CC(=O)Nc1ccc(NC(=O)C(C)c2cccc(C(=O)c3ccccc3)c2)cc1 (configuration not stated),7.7,4.7%
O=C(NC1CCCCCCC1)c1cnccn1,-3.7,4.2%

# Four compounds out of the list, arranged by number of heavy atoms, low to high.
SMILES,RmlCD inh 1536,M. tuberculosis GlmU
Clc1ccc(/C=N/Nc2ncnc3nc[nH]c23)cc1,12.8,-5.8%
O=[N+]([O-])c1ccccc1S(=O)(=O)n1nnc2ccccc21,5.3,-0.5%
Cc1cc(C)cc(NC(=S)N2CCC(N(C)CC3CCCO3)CC2)c1 (configuration not stated),4.7,-1.6%
Cc1oc(-c2ccc(Cl)cc2)nc1CS(=O)CC(=O)NCCCN(C)C1CCCCC1 (configuration not stated),2.9,4.6%&-3.4%

# Next part:
SMILES,RmlCD inh 1536,M. tuberculosis GlmU
Cc1ccc(C)c(NC(=O)C2CCCN2C(=O)NC2CCCCC2)c1 (configuration not stated),-8.5,3.0%
Cc1nn(C(=O)c2nn(C)cc2Cl)c(C)c1Br,-11.3,0.4%
COc1ccc(OC)c(C(=O)c2ccc(C(=O)N3CCCCC3)cc2)c1,9.6,2.8%
CCc1nnc(NC(=O)C2CC(=O)N(Cc3ccccc3)C2)s1 (configuration not stated),-7.3,3.8%
CCCCOc1ccc(-c2nnn(CC(=O)c3c[nH]c4ccccc34)n2)cc1,52.5,-0.8%
CCC(=O)Nc1ccc(NC(=O)c2ccc3c(c2)OCO3)cc1,.,2.4%
CN(C1=NC(=O)C(CC(=O)Nc2ccc(Br)cc2)S1)c1ccc(O)cc1 (configuration not stated),11.3,-0.6%
COc1ccc(NC(=O)COC(=O)C23CC4CC(CC(Cl)(C4)C2)C3)c(OC)c1,-6.4,10.7%
CCOC(=O)c1[nH]c2ccc(OC)cc2c1NC(=O)c1ccc2c(c1)OCO2,3.3,-4.5%
CCCn1c2ccccc2c2nnc(SCc3[nH]c(=O)[nH]c3C(=O)CCCCC(=O)OCC)nc21,3.0,-5.1%
C/C(=N\NC(=O)C1CCCN(S(=O)(=O)c2ccccc2)C1)c1ccccn1 (configuration not stated),9.1,3.5%
OCC(CO)(CO)NCc1ccc(-c2ccccc2)cc1,-12.5,4.1%
COc1ccc2c(c1)c(CCN1C(=O)c3ccccc3C1=O)cn2C(=O)c1ccco1,.,2.1%
CC1=C(C(=O)Nc2ccccc2)C(c2ccc(C)o2)N2C(=O)CSC2=N1 (configuration not stated),.,6.2%
FC(F)(F)c1ccc2c(c1)n(Cc1ccccc1)c1[n+]2CCCCC1,19.0,4.9%
Cc1ccc(S(=O)(=O)N(C)Cc2ccc(C(=O)N/N=C3\CCCC(=O)C3)cc2)cc1,.,-5.3%
COC(=O)CNc1nc(OC)nc(N(C)C)n1,8.9,0.0%
Nc1c(C(=O)NCc2ccc(F)cc2)c2nc3ccccc3nc2n1CCCN1CCOCC1,-2.4,-3.5%
COc1cc(-c2nc(=S)[nH][nH]2)cc(OC)c1OC,10.6,4.6%
Cc1ccc2nc(Cl)c(/C=N/Nc3ccc(C(=O)O)cc3)cc2c1,32.5,5.4%

# Among those listed so far, these contain a furan ring, fused or not.
SMILES,RmlCD inh 1536,M. tuberculosis GlmU
CN(C)S(=O)(=O)c1ccc(S(=O)(=O)N(CC(=O)Nc2ccccc2)Cc2ccco2)cc1,-1.7,-3.5%
O=C(NCCCn1ccnc1)/C(=C/c1ccco1)NC(=O)c1ccccc1,.,5.2%
CCOC(=O)Cn1c(=O)oc2cc(S(=O)(=O)N3CCN(C(=O)c4ccco4)CC3)ccc21,4.0,1.2%
CCOC(=O)c1c(CSc2ccc(C)cc2)oc2ccc(O)cc12,11.4,8.4%
COc1ccc2c(c1)c(CCN1C(=O)c3ccccc3C1=O)cn2C(=O)c1ccco1,.,2.1%
CC1=C(C(=O)Nc2ccccc2)C(c2ccc(C)o2)N2C(=O)CSC2=N1 (configuration not stated),.,6.2%
